Tb PFK block = blocks T. brucei phosphofructokinase; AID 485367; 0.17% of 330,000 active; Potency, µM (top dose mostly 57.5 µM), without a hit: at the highest dose activity, negative = inhibition, usual class: inhibitors; T. brucei PFK, ADP-Glo luminescence;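 also: potency is read from the fitted curve at half-maximal effect; 0% = uninhibited 1x PFK enzyme wells and -100% = no-enzyme wells; nearly all actives have a fitted effect of over 60% in size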
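Compounds were pin-transferred as a titration series up to 57 uM into substrate buffer (0.5 mM F6P, 0.1 mM ATP, pH 8.0), then 1.25 nM PFK was added and reactions ran 45 min before ADP-Glo detection.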
KCNH2 WT inh = blocks the wildtype human KCNH2 potassium channel; Q12809; U2OS, BacMam KCNH2, thallium flux FluxOr; stronger effect = lower value; activity change, % at 1.84 µM; 0.37% of 340,000 active; AID 720551;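 active = maximum activity change below -70%; inconclusive = maximum activity change between -70% and -50%; inactive = maximum activity change above -50%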; also: % is scaled to controls: 0 for no effect and ±100 for the full control effect
Target sequence (Q12809 whole entry, looked up): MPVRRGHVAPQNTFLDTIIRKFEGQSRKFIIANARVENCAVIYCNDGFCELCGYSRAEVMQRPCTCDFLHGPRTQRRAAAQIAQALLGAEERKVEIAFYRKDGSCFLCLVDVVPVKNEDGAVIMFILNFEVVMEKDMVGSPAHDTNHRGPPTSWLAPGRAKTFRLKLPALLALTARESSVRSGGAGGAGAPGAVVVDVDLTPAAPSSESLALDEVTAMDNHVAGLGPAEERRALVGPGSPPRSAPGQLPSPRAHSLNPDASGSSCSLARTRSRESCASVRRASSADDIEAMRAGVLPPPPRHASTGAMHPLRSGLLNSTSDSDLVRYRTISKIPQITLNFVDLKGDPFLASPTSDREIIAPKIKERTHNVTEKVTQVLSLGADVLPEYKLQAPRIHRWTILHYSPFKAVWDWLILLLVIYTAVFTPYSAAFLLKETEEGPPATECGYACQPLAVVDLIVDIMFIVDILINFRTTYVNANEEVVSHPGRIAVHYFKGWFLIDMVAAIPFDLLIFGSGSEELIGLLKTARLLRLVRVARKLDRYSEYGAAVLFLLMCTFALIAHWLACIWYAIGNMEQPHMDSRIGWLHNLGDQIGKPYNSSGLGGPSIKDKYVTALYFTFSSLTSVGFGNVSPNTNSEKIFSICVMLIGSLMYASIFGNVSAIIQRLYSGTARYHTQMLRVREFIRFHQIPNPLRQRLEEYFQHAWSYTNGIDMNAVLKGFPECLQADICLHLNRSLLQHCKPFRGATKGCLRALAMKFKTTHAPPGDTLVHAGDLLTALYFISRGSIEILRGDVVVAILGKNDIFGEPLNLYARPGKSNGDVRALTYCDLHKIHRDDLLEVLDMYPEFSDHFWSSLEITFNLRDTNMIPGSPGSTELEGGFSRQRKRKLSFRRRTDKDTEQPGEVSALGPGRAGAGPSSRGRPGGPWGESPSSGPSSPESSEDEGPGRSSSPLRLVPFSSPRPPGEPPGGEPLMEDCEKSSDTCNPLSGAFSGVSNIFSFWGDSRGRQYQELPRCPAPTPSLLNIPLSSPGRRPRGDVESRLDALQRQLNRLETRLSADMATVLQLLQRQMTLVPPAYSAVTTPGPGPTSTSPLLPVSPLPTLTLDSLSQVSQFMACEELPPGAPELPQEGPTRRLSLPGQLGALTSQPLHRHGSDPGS
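U2OS cells transduced with wild-type KCNH2 virus are loaded with FluxOr dye for 45 min, and thallium flux is measured in kinetic reads before and after stimulation buffer. Rate constants are normalized to DMSO controls.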
Giardia kill = Giardia lamblia killing; Giardia lamblia trophozoite viability; activity change, % at 7.66 µM, hits read low; 0.15% of 340,000 active; AID 540267; in the data active = activity change below about -80%; inconclusive = between about -30% and that limit;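 also: parasites exposed to compound for two days anaerobically before the ATP read; % is scaled to controls: 0 for no effect and ±100 for the full control effect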
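Killing of trophozoites was scored by loss of ATP luminescence after a 48 hrs anaerobic exposure to compounds at 37 deg C, using 100 cells per well.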
FBPA coupling cs = inhibits coupling enzyme system, counter-screen for aldolase hits; coupling enzyme system counterscreen, AmpLite Red fluorescence; 0.67% of 290,000 active; activity change, negative = inhibition, % at 58.2 µM, hits read low; in the data active = activity change below about -30%; also: % is scaled to controls: 0 for no effect and ±100 for the full control effect
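Final compound at 57.5 uM, incubated 10 min at RT with coupling enzyme reagent (glyceraldehyde-3-phosphate), then 20 min with substrate and AmpLite Red detection. Fluorescence read at 525/598 nm; tests interference with the coupling assay, not aldolase inhibition.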
TCR activator = activators of T cell receptors | 330,000 tested, under 10 active | primary human leukocytes, anti-CD3, IL-2 HTRF, 48 h | AID 504894 | Potency, µM (series often up to 9.22 µM), for the others: at the top dose activation of IL-2 secretion, hits mostly activators; also: % of control where 0% means no effect
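Human primary leukocytes + a-CD3 beads + cpd, 48 hr; IL-2 in supernatant by HTRF (ex 320nm / em 665nm). No co-stimulatory signal supplied.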
TSHR antagonist = human thyrotropin receptor antagonism. P16473. TSHR-expressing cells, TSH-stimulated cAMP HTRF, 2 h; stronger effect = lower value. activity change, negative = inhibition, % at 11.5 µM. 0.2% of 330,000 active. AID 504810;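 active = activity change below a set negative limit, meaning inhibition stronger than a set level, cut at about -70% in these data; inconclusive = activity change between two set negative limits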; also: % is scaled to controls: 0 for no effect and ±100 for the full control effect
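Antagonism was scored as loss of TSH-driven cAMP in TSHR cells, stimulated with 4nM TSH (EC80) for 2 hours at 37 deg C and detected by homogeneous HTRF competition immunoassay.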
GALK inh = blocks human galactokinase activity. 0.007% of 270,000 active. Purified GALK, Kinase-Glo residual ATP luminescence. P51570. Potency, µM (doses to about 57.5 µM), for the others: at the top dose activity change, negative = inhibition, usual class: inhibitors; also: potency is read from the fitted curve at half-maximal effect; % is scaled to controls: 0 for no effect and ±100 for the full control effect
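Galactose (100 uM) and ATP (35 uM) were turned over by 5 nM GALK for 1 h at RT. Kinase-Glo Plus then converted the remaining ATP into a luminescent signal.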
A-T KAP1 phos = candidate therapy for ataxia-telangiectasia. 0.19% of 320,000 active. Potency, µM (doses to about 57.5 µM), for inactives: at the top dose activation, actives largely listed as activators. […] A-T fibroblasts, KAP-1 phosphorylation AlphaLISA; neocarzinostatin DNA damage 30 min before lysis. AID 485349; also: potency is read from the fitted curve at half-maximal effect; % of control where 0% means no effect; nearly all actives have a fitted effect of over 45% in size
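ATM-like activity read as KAP-1 phosphorylation via AlphaLISA donor/acceptor antibody pairs after lysis and 6 hr at 25C. Cells were ATM-null patient fibroblasts ([…], hTERT), dosed 60 min, then exposed to the DSB inducer NCS for 30 min.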
Chronic BCR inh = chronic active BCR signaling inhibition; ABC-DLBCL IkBa-CBG/CBR reporter, luminescence ratio, 4 h; Potency, µM (doses to about 46.1 µM), without a hit: at the highest dose ratio change, negative = lower green/red ratio, actives largely listed as inhibitors; 0.05% of 340,000 active; AID 493014; active = well fitted inhibition curve with a large enough effect in the signal ratio, with a control signal flat, not every such curve was filed as active; inconclusive = small, poorly fitted or top-dose-only effect, or effect the other way, or a change in a side signal; the % refers to the signal ratio;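 also: potency is read from the fitted curve at half-maximal effect; plate controls were basal doxycycline-induced cells for no effect and cells given 10 µM MG132 for full effect; MG132 reads +100%, hits lower the ratio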
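Doxycycline induced both beetle luciferases in TMD8 lymphoma cells; IKK-driven degradation limits the IkappaBalpha-fused green signal, while red luminescence normalises for cell number and nonspecific effects. Compounds tested up to 46 uM, 4 hrs.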
MLL CXXC-DNA inh = inhibitors of human MLL CXXC domain-DNA interaction; MLL-CXXC / FITC-HOXA9 DNA fluorescence polarization; 0.037% of 290,000 active; AID 2662; Potency, µM (highest dose often 115 µM), without a hit: top-dose activity change, negative = inhibition, most hits filed as inhibitors; active = well fitted inhibition curve with a large enough effect in the polarisation, with a control signal flat, not every such curve was filed as active; inconclusive = small, poorly fitted or top-dose-only effect, or effect the other way, or a change in a side signal; inactive = no such curve, though single readings can be large or run the other way; the % refers to the polarisation; also: potency is read from the fitted curve at half-maximal effect
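Fluorescence polarization: 7 uM MLL-CXXC (stock) preincubated 5 min with compounds, then 50 nM fluorescein-HOX-A9 DNA (stock) added; 30 min ambient. Buffer 50 mM Tris-HCl pH 7.5, 50 mM NaCl, 1 mM DTT, 0.05% BSA.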
* hit, by the source's call; ? = inconclusive; . = no result given; [ ] = another dose, or the depositor's remark. Unless noted, calls follow the shape of the dose curve; as a rule, active = well fitted curve in the direction sought with a large enough effect; inconclusive = small, poorly fitted or top-dose-only effect, or another doubt; inactive = no such curve, though single readings can be large; an effect the other way counts as inactive or inconclusive. The order is random; about 1.6% have a hit in one of these screens.

Fields: Tb PFK block, KCNH2 WT inh, Giardia kill, FBPA coupling cs, TCR activator, TSHR antagonist, GALK inh, A-T KAP1 phos, Chronic BCR inh, MLL CXXC-DNA inh
CC1CCCC(C)N1C(=O)Cn1c(SCC(=O)NCc2ccc3c(c2)OCO3)nc2ccccc21 (stereo not given)
  2%, 0, 10, 2, -4%, -3, 5%, 24%, ?, 5%
CSc1nc2ncc3c(n2n1)CC1c2ccccc2CCN1C3=O (stereo not given)
  0%, -3, 10, 0, 9%, -6, 1%, -6%, ?, 4%
O=C(O)c1ccc(NC2=C(n3nnc4ccccc43)C(=O)c3ccccc3C2=O)cc1
  0%, -12, 8, -33*, -3%, 3, -1%, -27%, ?, -22%
COc1ccc(C(=O)NC2CCN(C(=S)Nc3cc(C)ccc3C)CC2)cc1
  -8%, 10, -13, 3, 0%, 7, 0%, 0%, 0%, 16%
CCOC(=O)c1[nH]c2cc3c(cc2c1NC(=O)CN1CCC(C)CC1)OCO3
  6%, -7, -3, 0, -3%, 2, 0%, -1%, 10%, 3%
COc1ccc(-n2c(=O)c(CCC(=O)N(C)Cc3ccccc3C)nc3ccccc32)cc1
  -10%, 5, 5, 2, 6%, -4, 10%, 11%, -8%, -6%
O=C(CSc1nc2ccccc2c(=O)[nH]1)NCc1ccc(Cl)cc1
  -2%, -3, ?, -1, -12%, -4, 3%, ., 12%, 15%
COc1ccc(Oc2coc3cc(OC(=O)/C=C/c4ccccc4)ccc3c2=O)cc1
  -1%, -2, -12, -4, 3%[46.1 µM], 5, 0%, -1%, 0%, 36%[activator]
S=c1[nH]nc(-c2ccccc2Br)n1Cc1ccccc1
  -8%, 4, -27, 2, 6%, -26, 7%, -6%, 3%, -6%
CC(C)NS(=O)(=O)c1ccc(OCC(N)=O)c(Cl)c1
  0%, -19, 14, 2, -2%, 6, -3%, -9%, 5%, 6%
CN(C)S(=O)(=O)c1ccc(C(=O)OCC(=O)Nc2sc3c(c2C#N)CCCCC3)cc1
  1%, 5, 7, 18, 2%[46.1 µM], 6, 1%, 5%, 3%, -3%
O=C(NCc1ccco1)c1ccc(CS(=O)Cc2ccc(Cl)cc2)o1 (stereo not given)
  1%, 4, 16, ., -5%, 0, -1%, -2%, 0%, 9%
CCOc1ccc(NC(=O)CN(C)C(=O)c2ccccc2OCc2c(C)noc2C)cc1OCC
  1%, -9, 8, ., -1%, 5, ., -2%, -16%, .
CC#CCCc1nc2ccccc2c(=O)n1N
  6%, -3, -1, 0, -3%[46.1 µM], 4, 1%, 9%, 1%, 7%
COc1ccc(C(=O)COC(=O)CCN2C(=O)C3CC=CCC3C2=O)c(OC)c1 (stereo not given)
  -19%, -5, 0, ., -2%, -3, ., 10%, 9%, .
CN(C)c1cccc(Oc2nc3c(c(=O)n(C)c(=O)n3C)n2C)c1
  -1%, -35, 0, -2, -4%, -8, 2%, -8%, 10%, -2%
COc1ccc(OC)c(C=NNC(=O)c2ccc(NS(=O)(=O)c3cccs3)cc2)c1
  -5%, -1, -3, ., -5%[46.1 µM], -3, ., 20%, ?, .
O=C1CCC(=O)N1c1nc2n(n1)C(c1ccccc1)C=C(c1ccc(Br)cc1)N2 (stereo not given)
  0%, -12, 8, -2, -11%, -10, 2%, 1%, 1%, 1%
CC1CCCC(C)N1/N=C/c1ccccc1F (stereo not given)
  -3%, 2, 35[activator], -3, 4%, -4, -1%, 0%, 1%, -3%
O=C(COc1ccc(C(=O)Nc2ccc(Cl)cc2)cc1)NCc1ccccc1
  1%, 3, 23, 1, 2%[46.1 µM], 5, 1%, 3%, -2%, -2%
COc1cc2c(cc1OC)C1O[C@](c3ccsc3)(C2)OC2=C1C(=O)CC(C)(C)C2
  8%[11.5 µM], ., ., -3, ., ., ., 0%[11.5 µM], ?, 4%[23 µM]
COc1ccc(C2CC(c3ccccc3)=NN2C(=O)COC(=O)CNC(=O)c2ccccc2)cc1 (stereo not given)
  1%, 0, 8, -1, 4%[46.1 µM], 11, 0%, 1%, ?, -4%
Cc1nc2cc3nc(C(F)(F)F)[nH]c3cc2[nH]1
  -4%, 6, 3, -36*, -3%[46.1 µM], 1, 2%, 10%, 2%, 13%
COc1ccc(-n2c(SCC(N)=O)nnc2-c2ccccc2F)cc1
  -3%, 0, -13, 2, -1%[46.1 µM], 1, 0%, 0%, ?, 10%
C=CCc1cccc(/C=N/n2c(C)nnc2C)c1O
  -5%, 12, 14, 1, -4%, -4, -2%, 19%, -7%, -20%
Cc1cc(Cl)ccc1OCC(=O)N(Cc1ccco1)C1CCS(=O)(=O)C1 (stereo not given)
  2%, 0, 19, 3, -5%, 13, 0%, -4%, ?, 4%
O=C(N1CCN(c2ccccc2)CC1)C(F)(F)C(F)(F)F
  -4%, 6, 8, 3, 3%, -2, 1%, 9%, 0%, 4%
CCN=C1S/C(=C\c2cn(CC(=O)NCc3ccco3)c3ccccc23)C(=O)N1CC
  -2%, 5, 7, 1, 0%, -4, -2%, 0%, ?, 40%[activator]
C=CCn1c(SCC(=O)Nc2ccc(C(=O)O)cc2)nc2sc(C)c(C)c2c1=O
  -3%, -5, -20, ., 0%, -5, ., 14%, -4%, .
CCCc1cc(C(=O)O)c2ccccc2n1
  3%, 8, -3, 5, ., 26, 2%, ., -2%, -10%

Entries of single compounds, looked up by structure.
`CC1CCCC(C)N1C(=O)Cn1c(SCC(=O)NCc2ccc3c(c2)OCO3)nc2ccccc21` (stereo not given) in the list: Tb PFK block = 2%; KCNH2 WT inh = 0; Giardia kill = 10; FBPA coupling cs = 2; TCR activator = -4%; TSHR antagonist = -3; GALK inh = 5%; A-T KAP1 phos = 24%; Chronic BCR inh = ?; MLL CXXC-DNA inh = 5%
`CCOc1ccc(NC(=O)CN(C)C(=O)c2ccccc2OCc2c(C)noc2C)cc1OCC` in the list: Tb PFK block = 1%; KCNH2 WT inh = -9; Giardia kill = 8; FBPA coupling cs = .; TCR activator = -1%; TSHR antagonist = 5; GALK inh = .; A-T KAP1 phos = -2%; Chronic BCR inh = -16%; MLL CXXC-DNA inh = .

4 entries from above, arranged by their value in Tb PFK block, ascending:
smiles | Tb PFK block
COc1ccc(-n2c(=O)c(CCC(=O)N(C)Cc3ccccc3C)nc3ccccc32)cc1 | -10%
COc1ccc(Oc2coc3cc(OC(=O)/C=C/c4ccccc4)ccc3c2=O)cc1 | -1%
CC(C)NS(=O)(=O)c1ccc(OCC(N)=O)c(Cl)c1 | 0%
CN(C)S(=O)(=O)c1ccc(C(=O)OCC(=O)Nc2sc3c(c2C#N)CCCCC3)cc1 | 1%

Next part:
Short keys – A = Tb PFK block; B = KCNH2 WT inh; C = Giardia kill; D = FBPA coupling cs; E = TCR activator; F = TSHR antagonist; G = GALK inh; H = A-T KAP1 phos; I = Chronic BCR inh; J = MLL CXXC-DNA inh
CCOC(=O)N1CCC(NC(=O)c2ccc3snnc3c2)CC1
  A = 0%; B = -5; C = -1; D = 0; E = 5%; F = 0; G = 0%; H = 4%; I = 0%; J = -4%
Cc1ccc(C)c(NC(=S)N/N=C/C(C)c2ccccc2)c1 (stereo not given)
  A = -5%; B = 1; C = -9; D = 2; E = 1%; F = -1; G = 2%; H = -2%; I = ?; J = 0%
O=c1cc(-c2ccccc2)oc2ccc(O)cc12
  A = 3%; B = 0; C = ?; D = 0; E = 7%; F = -7; G = -2%; H = -4%; I = -6%; J = 7%
Cc1cc(NC(=O)CCC(=O)N(CC(=O)NC2CCCC2)Cc2ccccc2Cl)no1
  A = 0%; B = -4; C = 3; D = 3; E = 3%; F = 6; G = -1%; H = 5%; I = 0%; J = 9%
O=C(CCCc1nc(-c2ccccc2)no1)NC1CCCCC1
  A = -1%; B = -2; C = -2; D = 3; E = 5%; F = -14; G = 4%; H = -7%; I = ?; J = 9%
COC(=O)c1ccc(C2/C(=C(/O)c3ccc(OC(C)C)cc3)C(=O)C(=O)N2c2cc(C)on2)cc1 (stereo not given)
  A = 0%; B = -20; C = 3; D = 11; E = 1%; F = -4; G = 10%; H = 3%; I = 0%; J = 2%
O=C(Nc1ccccc1N1CCCCC1)c1cccc(Cl)c1
  A = 2%; B = 3; C = 3; D = 0; E = 1%; F = -2; G = 1%; H = 4%; I = 2%; J = 37%[activator]
COc1cc(OC)cc(-c2sc3ccc(OC)cc3c2-c2ccc(OCCN3CCOCC3)cc2)c1
  A = -2%; B = 1; C = -4; D = .; E = 9%[46.1 µM]; F = -2; G = .; H = 9%; I = ?; J = .
CCN1C=C(C(=O)OC)C(c2cccc(OC)c2OC)C(C(=O)OC)=C1
  A = -1%; B = 1; C = -5; D = 2; E = .; F = 15; G = 2%; H = 29%; I = -7%; J = 8%
CCCN(CC(=O)Nc1ccccc1C)C(=O)c1ccc(N2CCOCC2)c([N+](=O)[O-])c1
  A = 5%; B = 28; C = 10; D = .; E = -4%; F = -1; G = .; H = -14%; I = 0%; J = .

High-throughput results as filed in PubChem BioAssay.
